# HKDC1 inhibitor: inhibitors of human hexokinase HKDC1; Q2TB90; recombinant HKDC1, G6PDH/diaphorase resazurin coupled fluorescence; inhibition, % at 20 µM; 340,000 compounds, 0.16% hits;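 active means inhibition above about 35% when tested at 20 µM, limit read from the data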;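 further: plate controls were DMSO wells with enzyme for no effect and DMSO wells lacking enzyme for full effect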
#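 test system = in-house recombinant HK5 (HKDC1) enzyme | amount = HKDC1 at 5 µg/mL | control set = DMSO-enzyme wells negative, buffer-substituted wells positive | compound = one dose of 20 µM, 1% DMSO | schedule = reaction time 90 min, room temperature, protected from light | technique = resorufin fluorescence at 613 nm | reagent = glucose with 1 mM ATP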
# SENP8 block: SENP8 (human) protease inhibition | Q96LD8 | recombinant SENP8, Nedd8 substrate fluorescence | inhibition, % at 20 µM | 360,000 compounds, 0.64% hits | AID 602440; in the data active means inhibition mostly above about 40%, no sharp cut-off; inactive means mostly below about 27%
# Target sequence (Q96LD8 whole entry, looked up): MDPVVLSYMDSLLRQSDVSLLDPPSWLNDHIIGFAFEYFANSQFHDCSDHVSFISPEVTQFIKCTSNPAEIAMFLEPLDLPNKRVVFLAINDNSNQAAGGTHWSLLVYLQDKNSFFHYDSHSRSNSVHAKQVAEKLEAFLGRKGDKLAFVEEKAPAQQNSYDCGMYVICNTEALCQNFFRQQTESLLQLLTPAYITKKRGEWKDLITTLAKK
# PfG6PD inh: PfG6PD (Plasmodium falciparum) enzyme inhibition | PfGluPho enzyme, NADPH resazurin-diaphorase fluorescence | inhibition, % at 20 µM | 350,000 compounds, 0.78% hits | AID 504690;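 active means inhibition reaching at least a set limit at 20 µM in the primary screen, cut at about 59% in these data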;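 further: 0% = DMSO wells with substrate and 100% = DMSO wells lacking glucose-6-phosphate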
# SENP1 FRET inh: blocks the human SENP1 SUMO protease catalytic domain. Q9P0U3. AID 624204. inhibition, % at 10 µM. recombinant SENP1 catalytic domain, CyPet-SUMO1-YPet FRET cleavage. 360,000 compounds, 0.21% hits;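 active means inhibition at least 30% at 10 µM, raw YFP signal under a set limit, fluorescence ratio 0.5 to 1.5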;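 further: 0% = enzyme with DMSO and 100% = no enzyme wells; some results filed as inactive read as strong as hits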
# Target sequence (Q9P0U3 419-644 limits assumed): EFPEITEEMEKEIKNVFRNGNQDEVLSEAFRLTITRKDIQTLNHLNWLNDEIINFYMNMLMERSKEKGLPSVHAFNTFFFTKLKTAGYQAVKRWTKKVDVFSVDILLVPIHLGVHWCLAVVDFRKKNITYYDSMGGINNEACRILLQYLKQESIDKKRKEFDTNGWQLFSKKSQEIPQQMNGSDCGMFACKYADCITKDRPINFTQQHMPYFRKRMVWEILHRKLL
#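 Test system: hSENP1 catalytic domain, recombinant; Amount: 20 pM final SENP1 enzyme; Medium: Tris pH 8 buffer plus EDTA, NaCl, BME, BSA, NP40, catalase; Schedule: 50 min enzyme reaction, room temperature, light-protected; Technique: FRET fluorescence in CFP and YFP emission channels; Controls: no-enzyme wells low, DMSO-plus-enzyme wells high control.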
# Numbers without * were called inactive; . = not tested or not shown.
SMILES,HKDC1 inhibitor,SENP8 block,PfG6PD inh,SENP1 FRET inh
Cc1ccc2c(c1)C1CN(C)CCC1N2C(=O)Cn1cnc2c1c(=O)n(C)c(=O)n2C (stereo not given),4,.,-4,.
O=NN(CCF)C(=O)NC1CCC(=O)NC1=O (stereo not given),.,25,.,-5
O=C(Nc1ccc(C(=O)O)cc1)Oc1ccc(N(CCCl)CCCl)cc1,.,-3,.,0
O=C(CCc1ccccc1)N1Cc2cc(N3CCCCC3)ccc2-n2nncc2C1,.,-37,.,-7
CCOC(=O)[C@]12Cc3ccccc3[C@H]1N(Cc1ccccc1)C(=O)c1cc(F)c(F)cc12,.,-2,.,0
CCC(c1nnnn1C(C)(C)C)N1CCC2(CC1)C(=O)NCN2c1ccccc1 (stereo not given),.,19,.,1
C[C@@]12CC[C@@H](c3cc4c(cc3C1)OCO4)N2c1ccccc1,.,20,.,3
CCOC(=O)CNC(=O)N1Cc2ccc(Br)cc2-n2nncc2C1,.,14,.,1
OCC1OC(n2cnc3cc(Cl)c(Cl)cc32)C(O)C1O (stereo not given),.,1,.,-1
CC(C)CN1Cc2cc(-c3cccc(F)c3)ccc2-n2nncc2C1,.,17,.,2
CCC(c1nnnn1-c1ccc2c(c1)OCCO2)N1CCC2(CC1)C(=O)NCN2c1ccccc1 (stereo not given),.,18,.,1
Cc1cccc(C)c1-n1nnnc1C(c1ccnc2ccccc12)N1CCC2(CC1)C(=O)NCN2c1ccccc1 (stereo not given),.,26,.,1
COc1ccc(C(c2nnnn2-c2c(C)cccc2C)N2CCC3(CC2)C(=O)NCN3c2ccccc2)cc1 (stereo not given),.,15,.,3
O=C1c2ccccc2-n2nnc(-c3ccccc3)c2C2c3ccccc3CCN12 (stereo not given),.,6,.,2
O=C(CCc1ccccc1)N1Cc2cc(-c3cccc(F)c3)ccc2-n2nncc2C1,.,13,.,2
O=C1NCN(c2ccccc2)C12CCN(C(c1ccnc3ccccc13)c1nnnn1C1CCCC1)CC2 (stereo not given),.,2,.,3
CCOC(=O)[C@]12Cc3cc(C)ccc3[C@H]1N(C(C)C)C(=O)c1ccccc12,.,-1,.,0
O=C1NCN(c2ccccc2)C12CCN(C(c1ccnc3ccccc13)c1nnnn1-c1ccc3c(c1)OCCO3)CC2 (stereo not given),.,18,.,3
COc1ccc2nc(-c3ccc(CN4CCC(n5c(=O)[nH]c6ccccc65)CC4)cc3)c(-c3ccccc3)nc2c1,.,-386,.,-4
COC(=O)CN(CCCl)P1(=O)OCCCN1CCCl (stereo not given),.,12,.,0

# Brought forward from above: 2 entries, followed by the next part.
SMILES,HKDC1 inhibitor,SENP8 block,PfG6PD inh,SENP1 FRET inh
COc1ccc2nc(-c3ccc(CN4CCC(n5c(=O)[nH]c6ccccc65)CC4)cc3)c(-c3ccccc3)nc2c1,.,-386,.,-4
COC(=O)CN(CCCl)P1(=O)OCCCN1CCCl (stereo not given),.,12,.,0
CCOC(=O)C12C(=O)OCC1C2c1ccccc1 (stereo not given),.,16,.,2
O=S(=O)(c1cc(Cl)cc(Cl)c1)N1Cc2cc(-c3ccccc3)ccc2-n2nncc2C1,.,8,.,4
O=C1NCN(c2ccccc2)C12CCN(C(c1ccccc1OC(F)(F)F)c1nnnn1Cc1ccccc1)CC2 (stereo not given),.,8,.,0
O=C(Cc1c(-c2ccccc2)nc2ccc(Br)cn12)N1CCCC1,.,-6,.,-9
O=S1(=O)NCC2(CC2)CN1Cc1ccccc1,.,14,.,1
C/C=C1\NC(=O)[C@H](C)NC(=O)[C@@H](NC(=O)[C@H](Cc2ccc(O)cc2)NC(=O)[C@@H](NC(=O)/C(C)=C/C)C(C)C)[C@@H](C)OC(=O)[C@H](CCCc2ccc(O)cc2)NC(=O)[C@@H](CCC(=O)O)NC1=O,.,4,.,4
NC(Cc1ccc(F)cc1)c1csc(Nc2ncccn2)n1 (stereo not given),.,8,.,-6
COc1cccc(C(c2nnnn2C(C)(C)C)N2CCC3(CC2)C(=O)NCN3c2ccccc2)c1OC (stereo not given),.,12,.,2
O=C1NCN(c2ccccc2)C12CCN(C(c1nnnn1Cc1ccccc1)C1CC1)CC2 (stereo not given),.,23,.,4
S=C(NCCc1ccccc1)N1Cc2cc(-c3ccccc3)ccc2-n2nncc2C1,.,25,.,1
CCC(c1nnnn1-c1ccc(OC)cc1)N1CCC(n2c(=O)[nH]c3ccccc32)CC1 (stereo not given),.,8,.,1
CCOC(=O)[C@]12Cc3ccccc3[C@H]1N(CCC(=O)OC)C(=O)c1ccccc12,.,12,.,2
COc1c(OP2(=S)OCC(C)(C)CO2)cnn(C2CCCCC2)c1=O,.,8,.,1
CC(C)C[C@H]1COc2cc(N3CCN(C)CC3)ccc2S(=O)(=O)N1,.,14,.,3
O=c1[nH]c2ccccc2n1C1CCN(C(c2ccnc3ccccc23)c2nnnn2-c2ccc3c(c2)OCCO3)CC1 (stereo not given),.,4,.,2
CCOC(=O)[C@]12Cc3cc(OC)ccc3[C@H]1N(CC(=O)OC)C(=O)c1cc(OC)ccc12,.,-7,.,0
CCOC(=O)CNC(=O)N1Cc2cc(-c3cccc(F)c3)ccc2-n2nncc2C1,.,9,.,2
CC(=O)OC1CC2OC3C=C(C)CCC3(C)C1(C)C21CO1 (stereo not given),.,21,.,2
O=c1[nH]c2ccccc2n1C1CCN(C(c2nnnn2C2CCCC2)C2CC2)CC1 (stereo not given),.,28,.,2
O=C1NCN(c2ccccc2)C12CCN(C(CCc1ccccc1)c1nnnn1C1CCCCC1)CC2 (stereo not given),.,16,.,-1
CCOC(=O)[C@]12Cc3ccccc3[C@H]1N(CCC(=O)OC)C(=O)c1cc(OC)ccc12,.,5,.,-2
CC(C)(C)C(=O)N1Cc2cc(-c3ccccc3)ccc2-n2nncc2C1,.,9,.,3
CCOC(=O)[C@]12Cc3cc(Cl)ccc3[C@H]1N(CC(=O)OC)C(=O)c1ccccc12,.,-8,.,-5
Cc1ccc(C(O)(C(=O)OC(C)C)C(O)c2ccccc2)cc1 (stereo not given),.,15,.,3
COc1nc2ccccc2nc1N1CC1,.,-298,.,-3
COc1ccc(C(c2nnnn2Cc2ccccc2)N2CCC(n3c(=O)[nH]c4ccccc43)CC2)cc1 (stereo not given),.,15,.,0
COc1ccc(C(=O)OCC2CN2c2cccc([N+](=O)[O-])c2)cc1 (stereo not given),.,15,.,1
CCOC(=O)[C@]12Cc3cc(C)ccc3[C@H]1N(C1CCCCC1)C(=O)c1cc(OC)ccc12,.,-4,.,-2
COc1ccc(-n2nnnc2C(CCc2ccccc2)N2CCC3(CC2)C(=O)NCN3c2ccccc2)cc1 (stereo not given),.,16,.,1
CCOC(=O)[C@]12Cc3cc(Cl)ccc3[C@H]1N(C1CCCCC1)C(=O)c1ccccc12,.,5,.,-2
O=c1[nH]c2ccccc2n1C1CCN(C(CCc2ccccc2)c2nnnn2C2CCCC2)CC1 (stereo not given),.,18,.,1
CN(Cc1cccc(-c2ccncc2)c1)C(=O)Oc1ccccc1Cc1ccccc1,.,7,.,0
COc1ccc(CCN)cc1S(N)(=O)=O,.,18,.,3
CC(C)CN1Cc2cc(-c3ccccc3)ccc2-n2nncc2C1,.,1,.,2
CC(C)C1CN1CC(O)Cn1ccnc1[N+](=O)[O-] (stereo not given),.,22,.,-8
CSCCC(c1nnnn1-c1c(C)cccc1C)N1CCC2(CC1)C(=O)NCN2c1ccccc1 (stereo not given),.,27,.,3
O=c1[nH]c2ccccc2n1C1CCN(C(c2ccccc2OC(F)(F)F)c2nnnn2Cc2ccccc2)CC1 (stereo not given),.,22,.,-2
O=C1NCN(c2ccccc2)C12CCN(C(c1cc3ccccc3o1)c1nnnn1C1CCCC1)CC2 (stereo not given),.,29,.,1
COc1ccc(-n2nnnc2C(c2cccc3ccccc23)N2CCC(n3c(=O)[nH]c4ccccc43)CC2)cc1 (stereo not given),.,12,.,1
Cc1nc(-c2cccc(CN(C)C(=O)Oc3ccc([N+](=O)[O-])cc3)c2)no1,.,13,.,4
COc1cccc(C(c2nnnn2C2CCCC2)N2CCC3(CC2)C(=O)NCN3c2ccccc2)c1OC (stereo not given),.,20,.,1
CCCCn1nnnc1C(c1cccc(OC)c1OC)N1CCC2(CC1)C(=O)NCN2c1ccccc1 (stereo not given),.,16,.,-1
Cc1cccc(C)c1-n1nnnc1C(c1cc2ccccc2o1)N1CCC(n2c(=O)[nH]c3ccccc32)CC1 (stereo not given),.,20,.,2
Cc1ccccc1-c1ccc2c(c1)C1c3c(-c4ccccc4)nnn3-c3ccccc3C(=O)N1CC2 (stereo not given),.,11,.,3
CSCCC(c1nnnn1-c1ccc2c(c1)OCCO2)N1CCC(n2c(=O)[nH]c3ccccc32)CC1 (stereo not given),.,12,.,2
CC(C)(C)C(=O)N1Cc2cc(N3CCOCC3)ccc2-n2nncc2C1,.,-2,.,-1
CCOC(=O)[C@]12Cc3c(cc(OC)c(OC)c3OC)[C@H]1N(C)C(=O)c1ccccc12,.,9,.,0
C[C@H](CO)N1C[C@H](C)[C@@H](CN(C)C(=O)Oc2ccccc2)OCc2cnnn2CCCC1=O,.,8,-4,0
O=C1C(Br)C2CCC1C2C(=O)O (stereo not given),.,3,8,0
O=C(NCC1=C(c2ccc3ccccc3c2)C[C@@H]2CC[C@H]1N2Cc1ccco1)c1ccc([N+](=O)[O-])cc1,.,10,15,1
C[C@@H]1CN([C@H](C)CO)C(=O)CCCn2nncc2CO[C@H]1CN(C)C(=O)Oc1cccc2ccccc12,.,-2,9,-1
Cc1ccc(OC(=O)N(C)C[C@@H]2OCc3cnnn3CCCC(=O)N([C@@H](C)CO)C[C@H]2C)cc1,.,12,7,2
O=C1C=C(N2CC2)c2ccccc2C1=O,.,64*,100*,1
CC(C)C1C(C#N)=C(N)Oc2c1c(=O)oc1ccccc21 (stereo not given),.,-26,-10,0
C#C[C@]1(O)CC[C@H]2[C@@H]3[C@H](O)C[C@H]4C[C@@H](O)CC[C@]4(C)[C@H]3CC[C@@]21C,.,20,-9,2
O=[N+]([O-])c1ccc(N(CCO)CCO)c2c1no[n+]2[O-],.,51*,18,20
Cc1ccc(OC(=O)N(C)C[C@H]2OCc3cnnn3CCCC(=O)N([C@@H](C)CO)C[C@H]2C)cc1,.,9,-14,-1
CC(=O)CC(c1ccc2c(c1)OCO2)c1c(O)c2ccccc2oc1=O (stereo not given),.,-82,4,2
O=C(C1CCCCC1)N1Cc2ccccc2-n2nncc2C1,.,11,-10,2
C[C@@H]1CN([C@@H](C)CO)C(=O)CCCn2nncc2CO[C@H]1CN(C)C(=O)Oc1cccc2ccccc12,.,1,-3,-2

# Four records drawn at random from the list so far:
SMILES,HKDC1 inhibitor,SENP8 block,PfG6PD inh,SENP1 FRET inh
C#C[C@]1(O)CC[C@H]2[C@@H]3[C@H](O)C[C@H]4C[C@@H](O)CC[C@]4(C)[C@H]3CC[C@@]21C,.,20,-9,2
C[C@@H]1CN([C@H](C)CO)C(=O)CCCn2nncc2CO[C@H]1CN(C)C(=O)Oc1cccc2ccccc12,.,-2,9,-1
CSCCC(c1nnnn1-c1ccc2c(c1)OCCO2)N1CCC(n2c(=O)[nH]c3ccccc32)CC1 (stereo not given),.,12,.,2
CC(C)(C)C(=O)N1Cc2cc(N3CCOCC3)ccc2-n2nncc2C1,.,-2,.,-1

# (cont.)
SMILES,HKDC1 inhibitor,SENP8 block,PfG6PD inh,SENP1 FRET inh
CN1C(=O)CN=C(c2ccc[nH]2)c2cc(Cl)ccc21 (tested in a mixture with another compound),.,-59,16,1
c1ccc(CN2Cc3ccccc3-n3nncc3C2)nc1,.,-26,-7,0
COc1ccc(C2C3C=CC(C3)C2C(=O)O)cc1 (stereo not given),.,27,-27,2
C[C@]1(O)CCC2C3CC[C@H]4C[C@@H](OC(=O)[C@@H](N)CCCCN)CC[C@]4(C)C3CC[C@@]21C (stereo not given in full),.,18,-3,1
C[C@]12CC[C@@H](O)CC1=CCC1C2CC[C@@]2(C)C1CC[C@@H]2O (stereo not given in full),.,15,-15,1
CNC(=O)Oc1c(C)[nH]ccc1=O,.,26,-24,4
CCOC(=O)C1(c2ccccc2)CCN(CCC(=O)Nc2ccc(OC)cc2)CC1,.,13,-10,2
Cc1ccc2c(c1)Oc1ccccc1N=C2,.,24,10,2
c1ccc2c(c1)CN(Cc1ccc3c(c1)OCO3)Cc1cnnn1-2,.,-3,7,3
O=C1OCCC1C(=O)c1ccccc1 (stereo not given),.,19,-1,2
Oc1ccc(CCNCc2cc3c(cc2Br)OCO3)cc1,.,15,-15,1
S=C(NCCc1ccccc1)N1Cc2ccccc2-n2nncc2C1,.,6,13,1
Cc1ccc(-[n+]2c(Cc3nn(-c4ccccc4)c(C)[n+]3-c3ccc(C)cc3)nn(-c3ccccc3)c2C)cc1,.,26,5,2

# Not all compounds are listed (hit frequency here may not be typical).
